LRH-1 inv ag = suppresses constitutive activity of human LRH-1 | O00482 | HEK293T StAR-luciferase reporter, LRH-1 transfected, 24 h | inhibition, % at 3.6 µM | 0.13% of 360,000 active | AID 602396;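 active = inhibition above the mean inhibition of all tested compounds plus 3 SD, cut at about 73% in these data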;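 note: 0% = DMSO wells and 100% = reporter-only cells lacking LRH-1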
NR2F2 inh = blocks human COUP-TFII nuclear receptor; P24468; HEK293T NGFI-A luciferase reporter, luminescence; inhibition, % at 8.6 µM; 0.7% of 370,000 active; AID 686940;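 active = inhibition above a per-plate cutoff, mean inhibition of test wells between control levels plus 3 SD, cut at about 38% in these data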;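 note: cells cotransfected with COUP-TFII expression vector driving the NGFI-A reporter; 0% = median of COUP-TF2 test wells and 100% = reporter-only cells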
SRC2 inh = human SRC2 (NCOA2) inhibition. Q15596. HEK293 GAL4-SRC2 luciferase reporter, luminescence. inhibition, % at 9 µM. 0.17% of 370,000 active;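 active = inhibition above the mean inhibition of all tested compounds plus 3 SD, set per campaign, cut at about 52% in these data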;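 note: 0% = DMSO treated cells and 100% = cells given Gossypol at 36 µM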
SRC3 inh = inhibitors of human steroid receptor coactivator 3 (SRC3); Q9Y6Q9; HEK293 GAL4-SRC3 luciferase reporter, luminescence; inhibition, % at 3.6 µM; 0.17% of 360,000 active;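 active = inhibition above a per-campaign cutoff, the mean of all compounds plus 3 SD, cut at about 60% in these data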;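 note: 0% = DMSO-treated cells and 100% = gossypol-treated cells at 36 µM; higher means less SRC3-driven luciferase light from the GAL4 reporter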
TROY NFkB inh = inhibitors of TROY-dependent NF-kB signaling | 0.98% of 360,000 active | Q293 LMP1-TROYcd NF-kB luciferase reporter, 4 h | inhibition, % at 10 µM;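 active = compounds whose plate-normalised and pattern-corrected inhibition of the luciferase reporter signal at the single screening dose is 50% or more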
SRC1 inh = inhibitors of human steroid receptor coactivator 1 (SRC1). Q15788. HEK293 GAL4-SRC1 luciferase reporter, luminescence. inhibition, % at 3.6 µM. 0.12% of 360,000 active;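 active = inhibition above the campaign mean plus 3 SD, with each screening campaign given its own cutoff, cut at about 60% in these data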;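 note: 0% = DMSO treated cells and 100% = gossypol at 36 µM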
Target sequence (Q15788 whole entry, looked up, the tested form may be a part): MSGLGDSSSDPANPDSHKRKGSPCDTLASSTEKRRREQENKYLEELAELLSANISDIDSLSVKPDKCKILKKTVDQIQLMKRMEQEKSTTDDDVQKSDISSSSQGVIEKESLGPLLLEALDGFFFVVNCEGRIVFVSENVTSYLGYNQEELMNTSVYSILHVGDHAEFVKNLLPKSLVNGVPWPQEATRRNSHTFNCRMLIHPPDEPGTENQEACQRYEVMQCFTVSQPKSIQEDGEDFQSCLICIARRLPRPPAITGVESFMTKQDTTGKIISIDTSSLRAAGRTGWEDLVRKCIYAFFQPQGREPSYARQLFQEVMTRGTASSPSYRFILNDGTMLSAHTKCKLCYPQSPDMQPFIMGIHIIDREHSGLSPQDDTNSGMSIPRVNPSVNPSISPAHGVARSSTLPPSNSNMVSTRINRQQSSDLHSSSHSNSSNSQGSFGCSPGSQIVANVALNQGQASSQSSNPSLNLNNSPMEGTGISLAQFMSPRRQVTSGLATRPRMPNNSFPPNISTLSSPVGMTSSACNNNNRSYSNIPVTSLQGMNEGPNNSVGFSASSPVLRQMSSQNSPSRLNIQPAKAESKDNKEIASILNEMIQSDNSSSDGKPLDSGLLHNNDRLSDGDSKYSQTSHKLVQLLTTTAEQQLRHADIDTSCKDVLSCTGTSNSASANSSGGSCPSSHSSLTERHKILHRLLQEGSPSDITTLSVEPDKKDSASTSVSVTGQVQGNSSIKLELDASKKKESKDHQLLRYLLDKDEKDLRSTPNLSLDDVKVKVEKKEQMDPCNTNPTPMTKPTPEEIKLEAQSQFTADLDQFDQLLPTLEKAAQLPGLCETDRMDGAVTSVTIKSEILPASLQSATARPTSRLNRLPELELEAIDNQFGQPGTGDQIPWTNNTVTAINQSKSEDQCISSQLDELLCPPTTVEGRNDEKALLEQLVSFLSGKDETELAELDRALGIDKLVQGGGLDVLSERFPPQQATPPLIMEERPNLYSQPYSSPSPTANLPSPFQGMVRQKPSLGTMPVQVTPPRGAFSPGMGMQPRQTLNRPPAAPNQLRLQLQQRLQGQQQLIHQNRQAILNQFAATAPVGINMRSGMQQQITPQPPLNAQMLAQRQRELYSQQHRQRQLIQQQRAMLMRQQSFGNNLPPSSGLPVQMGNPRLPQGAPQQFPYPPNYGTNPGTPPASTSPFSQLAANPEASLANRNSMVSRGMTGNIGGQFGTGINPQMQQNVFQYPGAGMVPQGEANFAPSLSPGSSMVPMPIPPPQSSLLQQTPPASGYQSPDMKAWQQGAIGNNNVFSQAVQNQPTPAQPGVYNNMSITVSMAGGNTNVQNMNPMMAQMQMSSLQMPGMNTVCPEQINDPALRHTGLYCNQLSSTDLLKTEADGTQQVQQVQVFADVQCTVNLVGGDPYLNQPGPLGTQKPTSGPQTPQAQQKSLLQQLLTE
KKLEB tox = CF airway cell cytotoxicity counter-screen; KKLEB CF airway cells viability, ATPlite luminescence, overnight; hits give low values; cells stimulated with P. aeruginosa culture filtrate; activity change (cytotoxicity), % at 5 µM; 0.36% of 360,000 active; AID 602141;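 active = corrected activity change at or below -50% at 5 µM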
CF NFkB block = blocks PAF-induced NF-kB reporter in cystic fibrosis cells | KKLEB NF-kB-GFP reporter, GFP fluorescence overnight | inhibition, % at 5 µM | 0.86% of 360,000 active | AID 588850;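 active = at least 50% inhibition at 5 µM, scaled per plate between neutral and stimulator controls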;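 note: PAF is a Pseudomonas aeruginosa culture filtrate used as stimulus; plate controls were PAF-stimulated DMSO wells for no effect and unstimulated DMSO wells for full effect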
LMP1 NFkB inh = reduces LMP1-driven NF-kappaB luciferase signal. LMP1-induced NF-kappaB luciferase reporter cells, luminescence. inhibition, % at 12.5 µM. 0.69% of 350,000 active. AID 504558; in the data active = inhibition above about 41%;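 note: 0% = neutral control wells and 100% = reference inhibitor control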
TWEAK Fn14 block = inhibitors of TWEAK-Fn14 interaction signaling; TWEAK-stimulated Fn14 reporter cells, luciferase luminescence, 8 h; inhibition, % at 10 µM; 2% of 360,000 active; AID 1159606; in the data active = inhibition above about 50%
TRAIL sens C8 = sensitizes caspase-8 expressing cells to TRAIL; NB7+C8 cells + TRAIL, ATPlite viability luminescence; inhibition (viability loss, TRAIL sensitization), % at 10 µM; 1% of 360,000 active;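 active = compounds causing at least 50% loss of cell viability in the single-dose screen, relative to plate controls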
* = called active by the depositor; nt = no result given.

Start of the data: the first 2 records (preview)
Below each SMILES – LRH-1 inv ag | NR2F2 inh | SRC2 inh | SRC3 inh | TROY NFkB inh | SRC1 inh | KKLEB tox | CF NFkB block | LMP1 NFkB inh | TWEAK Fn14 block | TRAIL sens C8
> Nc1cc(Cl)nc(N/N=C/c2ccc([N+](=O)[O-])cc2)n1
→ 18 | 4 | -24 | -4 | -22 | -28 | 2 | -15 | -1 | -45 | 18
> Cc1cc(C)n(-c2nnc(N3CCN(c4ccccc4)CC3)nn2)n1
→ 7 | 9 | -20 | -5 | -30 | 2 | 2 | 12 | -13 | -20 | 8

This part in full, from the start:
Below each SMILES – LRH-1 inv ag | NR2F2 inh | SRC2 inh | SRC3 inh | TROY NFkB inh | SRC1 inh | KKLEB tox | CF NFkB block | LMP1 NFkB inh | TWEAK Fn14 block | TRAIL sens C8
> Nc1cc(Cl)nc(N/N=C/c2ccc([N+](=O)[O-])cc2)n1
→ 18 | 4 | -24 | -4 | -22 | -28 | 2 | -15 | -1 | -45 | 18
> Cc1cc(C)n(-c2nnc(N3CCN(c4ccccc4)CC3)nn2)n1
→ 7 | 9 | -20 | -5 | -30 | 2 | 2 | 12 | -13 | -20 | 8
> Cc1cc(=O)oc2c(C)c(OC(C)C(=O)NCCCN3CCCC3=O)ccc12 (stereo not drawn)
→ 10 | -10 | 13 | 4 | 17 | -23 | 5 | -18 | 2 | -4 | -25
> CC(NC(=O)c1ccccc1)c1nnc(SCC(=O)NC2=NCCS2)n1C (stereo not drawn)
→ 8 | -6 | -16 | 9 | -4 | -16 | 3 | -14 | -3 | -5 | -1
> CC(C)c1nccn1CCC(=O)O
→ -1 | 14 | -33 | -1 | -13 | -10 | 10 | 10 | -5 | -1 | 8
> O=C(Nc1ccc(Cl)cc1)N(Cc1nnc2n1CCCCC2)c1ccccc1
→ 24 | -3 | -7 | -8 | 3 | 10 | -18 | -7 | 6 | 3 | -10
> COc1ccc(C2=Nn3c(nnc3-c3ccccc3C(F)(F)F)SC2)cc1OC1CCOC1 (stereo not drawn)
→ 28 | -15 | -19 | -30 | 8 | -15 | -8 | 30 | 12 | -23 | -11
> COc1ccc(/C=N\NC(=O)c2ccccc2Br)cc1COc1ccc(F)cc1
→ 2 | 5 | 14 | -25 | 24 | 9 | -22 | 35 | -14 | 24 | 30
> COc1ccccc1S(=O)(=O)N(C)C[C@@H]1OCc2cnnn2CCCC(=O)N([C@H](C)CO)C[C@@H]1C
→ 9 | 2 | -14 | -6 | -2 | 14 | -9 | 18 | 2 | 15 | -17
> COC(=O)C(C)N(C#N)c1nc(NC(C)C)nc(SC)n1 (stereo not drawn)
→ 2 | -21 | -37 | -33 | 10 | -11 | 4 | 3 | -8 | 22 | -24
> Cc1nn(CC(=O)NCCN2CCCCCC2)c(=O)c2nn(-c3ccccc3)c(C)c12
→ -12 | 5 | 1 | 2 | -1 | -19 | -26 | 29 | -1 | -13 | 7
> O=c1c(-c2ccco2)[n+]([O-])c2ccccc2n1OCc1ccccn1
→ -7 | 5 | -6 | -2 | 3 | -7 | 7 | -2 | 3 | -9 | 4
> CC(O)[C@H]1CNCCN1CCc1cccc(F)c1 (stereo partly drawn)
→ -4 | -5 | -9 | -25 | 8 | 1 | -1 | 2 | 0 | -6 | -21
> Cc1cc(OCC(=O)NC2CC(C)(C)NC(C)(C)C2)c2c(C)cc(=O)oc2c1
→ -3 | -19 | 1 | -3 | -12 | -7 | -2 | 1 | -4 | -12 | -3
> CCCCn1c(N)c(N(CCOC)C(=O)c2ccco2)c(=O)[nH]c1=O
→ -6 | 3 | -8 | -21 | 4 | -15 | -8 | 5 | 7 | 8 | 4
> Cc1c(Cl)cccc1Nc1nc(N)nc(CSc2nc3ccccc3s2)n1
→ -15 | -1 | -7 | 9 | -6 | -14 | -15 | 8 | -2 | 10 | 5
> COC(=O)c1sc2cc(C(F)(F)F)cnc2c1-c1cccnc1
→ 13 | 7 | -7 | 4 | 0 | -9 | 1 | -5 | 3 | -14 | 1
> COc1ccccc1/C=C1\SC(=O)N(CCC(=O)NNC(=O)c2ccccc2Cl)C1=O
→ 6 | -4 | -8 | 12 | -60 | -21 | -3 | 0 | -13 | -8 | 2
> COc1ccc(CN2C(=O)c3cccnc3C2=O)cc1S(=O)(=O)NCc1ccc(C)o1
→ 11 | 1 | -33 | 15 | 7 | -7 | 10 | 26 | 4 | 12 | 13
> COc1cc(NC(=O)c2ccccc2Cl)c(OC)cc1NC(=O)CN1CCCCC1
→ -6 | 4 | -28 | 5 | -29 | -23 | -1 | 12 | -3 | 2 | -1
> Cc1cc2c(cc1C)NC1=C(N2)OC(c2cccc(O)c2)C1=O (stereo not drawn)
→ -3 | 11 | -18 | -16 | 6 | -25 | -1 | 1 | 6 | 5 | 15
> COc1ccc(CNCC2COc3ccccc3O2)cc1 (stereo not drawn)
→ -25 | -4 | 1 | 9 | -17 | -2 | 0 | 14 | -6 | 8 | 3
> CSc1ccccc1C(=O)Nc1ccc2c(c1)CCC2
→ -27 | -27 | -60 | -28 | -25 | -20 | 2 | 1 | -7 | -23 | -5
> COc1ccc(N2CCN(C(=O)c3ccc(Cl)c(S(=O)(=O)N4CCCC4)c3)CC2)cc1
→ -20 | 21 | -3 | 6 | 15 | 12 | 3 | 8 | 13 | 1 | 6
> Cc1ccc(OCCC(=O)OCC(=O)NNC(=O)c2ccccc2)cc1
→ -13 | -6 | 8 | 11 | -19 | -7 | 20 | -30 | -4 | 8 | -5
> COc1ccc(NC(=O)c2cc(C)nn2-c2ccccc2)cc1
→ -22 | -36 | -32 | -16 | -25 | -17 | 1 | 10 | -20 | -3 | -8
> COc1ccc(CC(NC(C)=O)C(=O)NC2CCN(c3nnnn3-c3ccccc3)CC2)cc1 (stereo not drawn)
→ 42 | 14 | 3 | 1 | -1 | -2 | -5 | 9 | -3 | 3 | -5
> C=C(C1=CCN(S(=O)C(C)(C)C)[C@H]1CCO)c1ccccc1 (stereo partly drawn)
→ 9 | 7 | -23 | -5 | 3 | 0 | -9 | 9 | -3 | -7 | 2
> O=C(CSc1n[nH]c(=O)n1C1CC1)N1N=C(c2ccc(Cl)cc2)CC1c1ccco1 (stereo not drawn)
→ -6 | 22 | -14 | 19 | 6 | 8 | -13 | 3 | 1 | -11 | -11
> Cc1ccc(-c2nnn(CC(=O)N3CCCCC3)n2)cc1
→ -4 | -15 | -73 | -5 | 5 | -46 | 0 | -5 | 1 | -7 | -3
> COc1ccc(C(=O)NC(C(=O)NCCc2ccc3c(c2)OCCO3)C(C)C)cc1 (stereo not drawn)
→ -9 | 1 | -3 | 8 | 1 | 3 | 2 | 13 | 1 | 23 | 2
> COc1ccc(-c2nnc(SC(C)C(=O)NC3CC3)o2)cc1 (stereo not drawn)
→ 3 | -2 | -11 | -6 | -15 | -14 | 10 | -2 | -1 | 9 | -4
> N#Cc1cccc(NC(=O)COC(=O)C2CCC2)c1
→ 4 | 13 | -20 | 0 | 11 | -6 | 11 | -4 | 3 | -13 | 13
> COc1ccc(OC)c(-n2c(=S)[nH]c3cc(C(=O)N4CCN(c5ccccc5)CC4)ccc3c2=O)c1
→ 5 | 7 | 12 | -17 | -3 | -34 | 6 | 10 | 2 | 0 | 3
> COc1ccc(CCNC(=O)CSc2nc3[nH]ncc3c(=O)n2-c2cccc(C(F)(F)F)c2)cc1OC
→ 6 | -18 | -1 | 12 | -12 | -22 | 14 | -3 | -2 | 2 | -10
> O=C(CSc1n[nH]c(-c2cccnc2)n1)Nc1ccc([N+](=O)[O-])cc1Br
→ 15 | 8 | -13 | 5 | 6 | -2 | -6 | 0 | -6 | -17 | 8
> Cc1c(NC(=O)c2cc(C(C)C)on2)c(=O)n(-c2ccccc2)n1C
→ 16 | nt | nt | 5 | 9 | -1 | 5 | 5 | -8 | -4 | -5
> CN1C(=O)C2(C(C#N)=C(N)Oc3n[nH]c(-c4ccc(Cl)cc4)c32)c2ccccc21 (stereo not drawn)
→ -4 | -13 | -10 | 1 | 1 | -13 | 10 | 1 | -4 | 15 | -14
> Cc1ccc(-c2cc3onc(-c4ccccc4)c3c(=O)n2C)cc1
→ 24 | 43* | 2 | 19 | 89* | 23 | -32 | -2 | 38 | 102* | 78*
> CCN1CNC(=S)N(c2cc(C)ccc2C)C1
→ 10 | -15 | -53 | 8 | 3 | 7 | -17 | 0 | -6 | -1 | -3
> Cc1ccccc1NC(=S)NC12CN3CN(CN(C3)C1)C2
→ -3 | -26 | 15 | -1 | -27 | 7 | 11 | 9 | -1 | -1 | 1
> c1ccc2[nH]c(CN3CCN(c4ncnc5c4oc4ccccc45)CC3)nc2c1
→ -4 | 13 | 0 | -17 | 5 | -19 | -14 | 11 | -6 | 27 | 28
> C/C(=N\NC(=O)C(=O)Nc1ccc(C)c(Cl)c1)c1ccncc1
→ 3 | -18 | 7 | 25 | 0 | -4 | 0 | -6 | 4 | 1 | -3
> CCCCN(C)CCCNC(=O)c1cc(-c2cccs2)nc2ccccc12
→ 9 | 9 | -20 | 3 | 15 | 9 | -16 | 1 | 3 | 5 | -2
> O=C(CCc1ccc(S(=O)(=O)N2CCOCC2)cc1)N1CCCC1
→ 2 | -23 | 1 | 8 | -10 | -10 | 2 | 6 | -6 | -5 | 2
> COc1ccc(N2CCN(C(=O)CSc3nnc4c5cc(C)ccc5n(C)c4n3)CC2)cc1
→ -4 | 11 | -6 | 14 | 3 | 0 | 3 | -2 | -12 | 18 | -20
> COc1ccc(N(C(=O)c2snc(C(N)=O)c2N)C(C(=O)NCc2ccc(F)cc2)c2ccc(O)cc2)cc1 (stereo not drawn)
→ -21 | -6 | -1 | -15 | 24 | -2 | 5 | 7 | 0 | 42 | -10
> CCCCCCCCCCCC1=C(O)C(=O)C=C(O)C1=O
→ -18 | nt | nt | -4 | 10 | -4 | -13 | 8 | -4 | 4 | 5
> Cc1cc(C(=O)NC2CCCc3c2cnn3-c2ccc(C)c(C)c2)n(C)n1 (stereo not drawn)
→ 51 | 66* | -9 | 42 | 12 | 8 | -16 | 16 | 32 | 22 | 20
> O=C(Cc1c(O)c2ccccc2oc1=O)c1ccc(F)cc1
→ -26 | 2 | -33 | -32 | -45 | -29 | -3 | -10 | 3 | -31 | 16
> O=C1NC(=O)C(c2ccc(F)cc2)N1 (stereo not drawn)
→ 89* | -9 | 6 | 89* | -2 | 90* | -9 | 6 | 7 | 3 | -4
> Cc1cc(=O)n2nc(N3CCC(C(=O)NC(C)c4ccccc4)CC3)sc2n1 (stereo not drawn)
→ 7 | 5 | -34 | 22 | -6 | 9 | -8 | 17 | -7 | 34 | 11
> COCC1CCN(C(=O)c2ccc3oc(CCc4ccccc4)nc3c2)C1 (stereo not drawn)
→ -17 | -9 | -26 | -29 | -57 | -15 | -17 | 9 | -2 | -1 | -5
> O=C(COC(=O)c1ccc(Cl)c(S(=O)(=O)N2CCc3ccccc3C2)c1)Nc1ncc(Cl)cc1Cl
→ -3 | 2 | 4 | 18 | 8 | 4 | 5 | 10 | -4 | 20 | -1
> CCOc1ccccc1C(=O)NCC(=O)NC(C)c1ccc(-n2ccnc2)cc1 (stereo not drawn)
→ -10 | 6 | -9 | 12 | 3 | 0 | -13 | -6 | 16 | -4 | 0
> COc1ccc2c3c(cccc13)C(=O)N(O)C2=O
→ -17 | 12 | -27 | 1 | -37 | 11 | 0 | -47 | 4 | -113 | -11

Screening data as filed in PubChem BioAssay.
